TDP1 inh: blocks human tyrosyl-DNA phosphodiesterase 1 | recombinant TDP1, AlphaScreen DNA substrate cleavage | Potency, µM (doses to about 130 µM), without a hit: at the top dose activity change, negative = inhibition, most hits filed as inhibitors | 350,000 tested, 0.28% active | AID 485290; also: nearly all actives have a fitted effect of over 40% in size
Target sequence (Q9NUW8 whole entry, looked up): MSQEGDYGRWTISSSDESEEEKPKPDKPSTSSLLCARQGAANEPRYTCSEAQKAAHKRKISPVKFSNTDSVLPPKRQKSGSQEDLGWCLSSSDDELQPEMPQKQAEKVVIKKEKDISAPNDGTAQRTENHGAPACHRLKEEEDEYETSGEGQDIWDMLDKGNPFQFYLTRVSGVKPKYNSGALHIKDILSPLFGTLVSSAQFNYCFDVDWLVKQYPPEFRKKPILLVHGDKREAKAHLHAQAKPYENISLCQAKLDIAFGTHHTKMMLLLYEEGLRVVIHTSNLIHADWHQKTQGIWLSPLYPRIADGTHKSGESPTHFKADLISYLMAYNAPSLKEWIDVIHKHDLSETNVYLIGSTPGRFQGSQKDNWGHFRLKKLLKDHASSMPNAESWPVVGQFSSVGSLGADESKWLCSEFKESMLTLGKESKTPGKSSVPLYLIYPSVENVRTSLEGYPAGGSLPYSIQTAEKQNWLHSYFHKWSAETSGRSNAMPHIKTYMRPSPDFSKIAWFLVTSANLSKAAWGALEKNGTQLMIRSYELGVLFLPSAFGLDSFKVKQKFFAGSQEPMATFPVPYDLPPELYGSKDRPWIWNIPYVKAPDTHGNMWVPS
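Compounds were preincubated with Tdp1 (1 nM final) for 15 min at room temperature before substrate (15 nM final) started a 5 min reaction; beads (10 ug/ml final) were then added for 10 min before AlphaScreen detection.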
DT40 TDP1 no CPT: qHTS for Inhibitors of human tyrosyl-DNA phosphodiesterase 1 (TDP1): qHTS in cells in absence of CPT; AID 686978, 2013; 420,000 tested, 15% active; DT40 Tdp1-/- hTDP1 cells, no CPT, ATP luminescence, 48 h; Potency, µM (top dose mostly 46.2 µM), inactives show top-dose activity change, negative = growth inhibition, most hits filed as inhibitors; also: nearly all actives have a fitted effect of over 55% in size
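Luminescent ATP content (CellTiter-Glo) served as the growth readout. Knockout chicken DT40 cells expressing human TDP1 were exposed to compounds without camptothecin for a minimum 48 hr at 37 °C.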
TDP1 cell CPT: growth inhibition of DT40 Tdp1-/-;hTDP1 cells with camptothecin (screen for TDP1 inhibitors); Potency, µM (doses to about 46.2 µM), for inactives: at the top dose activity change, negative = growth inhibition, actives largely listed as inhibitors; AID 686979; chicken DT40 Tdp1-/-;hTDP1 cells + 20 nM CPT, ATP luminescence, 48 h; 420,000 tested, 12% active; also: nearly all actives have a fitted effect of over 55% in size
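Chicken DT40 Tdp1-/- cells complemented with human TDP1, 400 cells/well, exposed to compounds plus 20 nM camptothecin for at least 48 h at 37 C; viability read as ATP content by CellTiter-Glo luminescence.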
* = called active by the depositor; ? = inconclusive; · = no result given; [ ] = dose if it differs, or a comment. Calls follow the shape of the dose curve; as a rule, active = well fitted curve in the direction sought with a large enough effect; inconclusive = small, poorly fitted or top-dose-only effect, or another doubt; inactive = no such curve, though single readings can be large; an effect the other way counts as inactive or inconclusive. % is scaled to controls: 0 for no effect and ±100 for the full control effect; potency is read from the fitted curve at half-maximal effect.

SMILES | TDP1 inh | DT40 TDP1 no CPT | TDP1 cell CPT
CCn1ccc2cc(S(=O)(=O)N3CCC(C(=O)NCc4ccc(OC(C)C)cc4)CC3)ccc21 | 1% | -28% | ?
COc1ccc(-c2cc(Nc3ccccc3NC(=O)C(F)(F)F)n(CCC#N)n2)cc1 | 3% | -8% | -2%
COc1ccc(CCNC(=O)c2ccc(N3CCCC3=O)cc2)cc1OC | -2% | -3% | ?
C=CCNC(=O)c1c(N)n(-c2ccc3c(c2)OCO3)c2nc3ccccc3nc12 | -9% | 13µM* | 12µM*
O=C(NNC(=S)NC(=O)c1ccc(Br)cc1)c1ccc([N+](=O)[O-])cc1 | · | 23µM* | ?
COc1cccc(NC(=O)CN2CCC(NC(=O)c3ccccc3C)CC2)c1 | · | -2% | -8%
C[C@H](CO)N1C[C@H](C)[C@H](CN(C)C(=O)C2CC2)OCc2cnnn2CCCC1=O | · | 7% | -4%
COC(=O)c1cn(-c2ccc(F)cc2)c(=O)c2ccccc12 | -2% | -4% | 10%
O=c1c2[nH]c3ccccc3c2ncn1Cc1ccccn1 | 6% | -7% | -1%
CC(NC(=O)CC1CCCCC1)c1ccccc1 (stereo not given) | 1% | 1% | -9%
CCCNC(=O)c1cn(CC)c2cc(N3CCN(C)CC3)c(F)cc2c1=O | 4% | -2% | -2%
CC(=O)NCCC(=O)N1CCCC(C(=O)c2ccc3c4c(cccc24)CC3)C1 (stereo not given) | 0% | ? | ?
Cc1cc(C)n2nc(C(=O)OCC(=O)Nc3ccc(F)cc3F)nc2n1 | · | 5% | -1%
Cc1cccc(C(=O)O)c1O | 9% | -5% | 11%
O=C(COC(=O)CCNS(=O)(=O)c1ccc(Cl)cc1)NCc1ccccc1 | · | -22% | -11%
Cc1cccc(/C(N)=N/OC(=O)N2CCOCC2)c1 | 2% | 18µM* | 16µM*
COc1cc(Cn2c(=O)sc3ccccc32)ccc1OC(C)C | -4% | 21µM* | ?
CCCN(C(=O)COC(=O)C12CCC(=O)N1c1ccccc1S2)c1c(N)n(Cc2ccccc2)c(=O)[nH]c1=O (stereo not given) | 0% | 1% | 4%
CC(C(=O)NC1CCCC1)n1c(-c2ccncc2)nc2ccccc21 (stereo not given) | · | 1% | -6%
CN1CCN(C(=O)/C=C/c2c(F)cccc2Cl)CC1 | 4%[56.1 µM] | 12% | 2%
COc1ccc(-c2cc(C(=O)Nc3ccc(C(N)=O)cc3)c3ccccc3n2)cc1 | 7% | 6.5µM* | 8.2µM*
NC(=O)CSc1ccc(F)cc1 | -3% | -12% | -1%
Cc1cc(C)nc(SCC(=O)N/N=C/C=C/c2ccccc2)n1 | 3% | ? | ?
CCOC(=O)c1c(C)[nH]c(C)c1S(=O)(=O)N1CCCC(C(=O)NCc2ccc(C)cc2)C1 (stereo not given) | 1% | -14% | -12%
CCN(CCC#N)c1ccc(N2C(=O)CCCC2=O)cc1[N+](=O)[O-] | · | 16% | -8%
Later entries:
SMILES | TDP1 inh | DT40 TDP1 no CPT | TDP1 cell CPT
O=C(Nc1ccc(Cl)cc1)Nc1ccc(C(=O)N2CCOCC2)cc1 | 1% | ? | -17%
Cc1c(NC(=O)C23CC4CC(CC(Br)(C4)C2)C3)c(=O)n(-c2ccccc2)n1C | 5% | 13% | 0%
COC(=O)c1[nH]c2cc(OC)ccc2c1NC(=O)c1nonc1C | 2% | 2% | -5%
C=CCn1c(SCC(=O)NC(C)(C)C)nnc1-c1ccccc1O | 7% | -5% | 0%
OCc1nc2ccccc2n1C/C=C/c1ccccc1 | 6% | -25% | -19%
COc1ccc(Cl)cc1NC(=O)Nc1cn(C)nc1C | -3% | 7% | 2%
CCOc1ccc(CNC(=O)COc2cc(=O)n(C)c3ccccc23)cc1 | 8% | ? | -4%
COc1cccc(C2=NN(C(=O)c3ccco3)C(c3ccco3)C2)c1 (stereo not given) | 9% | ? | ?
CC(=O)N1C(C(=O)O)Cc2c([nH]c3ccccc23)C1(C)C (stereo not given) | 3% | 8% | 9%
COc1ccc(C(=O)N2CCCCC2c2cc(C(=O)NCc3ccc(F)cc3)no2)cc1 (stereo not given) | · | ? | 16µM*
COC(=O)c1ccccc1NC(=O)c1ccc2c(c1)OCCO2 | 5% | -19% | -8%
CC1(C)CC(=O)C(C(C2=C(O)CC(C)(C)CC2=O)c2cccc(O)c2)C(=O)C1 (stereo not given) | 8% | 0% | -16%
CCN1C(=O)CSC1=Nc1ccc(OC)cc1 | · | -5% | 7%
O=C(CCCCn1c(=O)[nH]c2ccccc2c1=O)NCc1ccc2c(c1)OCO2 | -1% | -27% | -20%
Cc1ccc(S(=O)(=O)Nc2nc3ccccc3nc2NCc2ccco2)cc1C | 4% | ? | ?
COc1cc(NC(=S)NCCCO)c(OC)cc1Cl | -5% | -5% | 3%
N#Cc1ccc(NC(=O)COc2ccccc2C(=O)Nc2ccccc2)cc1 | · | ? | 11µM*
CN(C)S(=O)(=O)c1ccc(Cl)c(NC(=O)COC(=O)CCC(=O)c2cccs2)c1 | 4% | 5% | 6%
Cc1c(C(=O)N/N=C/C(C)C)[nH]c2c([N+](=O)[O-])cccc12 | 4% | 23µM* | 4%
NS(=O)(=O)c1ccc(N2CCOCC2)c(C(=O)NCc2ccc3c(c2)OCO3)c1 | -7% | ? | ?
CCCNC(=O)N1CCN(S(=O)(=O)c2ccc(C)c(C)c2)CC1 | · | -17% | -7%
CC(CC(=O)O)CC(=O)NNC(=O)c1cccc(Br)c1 (stereo not given) | 2% | -4% | -2%
COc1ccc(CN2CC(=O)N(c3ccccc3C)C2=S)cc1OC | 6% | ? | -35%
C/C(=N\NC(=O)C(O)c1ccccc1)c1ccc(Cl)cc1 (stereo not given) | 4% | -12% | -4%
CC(=O)Nc1ccc(S(=O)(=O)NCC2CCC(C(=O)NCCCN(C)Cc3ccccc3)CC2)cc1 (stereo not given) | 3% | -13% | -24%
(cont.)
SMILES | TDP1 inh | DT40 TDP1 no CPT | TDP1 cell CPT
Cc1ccc(O)c(NC(=S)NC(=O)COc2ccc(Br)cc2)c1 | -7% | ? | ?
COc1ccc(NCc2ccc([N+](=O)[O-])s2)cc1 | 12% | 21µM* | ?
O=C1C2C3C=CC(O3)C2C(=O)N1Cc1ccncc1 (stereo not given) | · | -6% | 11%
O=C(CN1C(=O)NC2(CCCC2)C1=O)OCCOc1ccc(Cl)cc1Cl | 4%[0.505 µM] | ? | ?
CC/C(=N\NC(N)=O)c1ccc(OC)c(OC)c1 | -2% | -4% | 12%
CCOc1ccc(S(=O)(=O)N(CC(=O)N2CCc3ccccc32)Cc2ccco2)cc1 | 2% | ? | 18µM*
Cc1ccc(S(=O)(=O)N2CCC(=O)N(CCOCc3ccc(F)cc3)CC2)cc1 | 0% | ? | ?
CCC/C=C/c1ccc(CN2C(C(C)C)C(=O)N(Cc3cn(Cc4ccco4)nn3)CCS2(=O)=O)cc1 (stereo not given) | · | 23µM* | ?
CCc1nc2c(OCc3cccc(Cl)c3)cccn2c1N(C)C(=O)Nc1ccccc1OC | · | 23µM* | 18µM*
Cc1cc(OCC(=O)Nc2nc3c(s2)CCCC3)cc(C)c1Cl | 7% | ? | -29%
COc1cccc(N2CCN(c3ccc4nnc(CCC(=O)Nc5cccc(C(C)=O)c5)n4n3)CC2)c1 | -2% | ? | 16µM*
Cc1ccc(/C=C2/C(=O)c3ccc(C(=O)O)cc3C2=O)o1 | 3.5µM* | 6% | 11%
CCCOc1ccc(C(=O)N2CCN(c3ccc(N)cc3Cl)CC2)cc1 | 9% | 21µM* | 23µM*
CC(=O)c1cccc(N2C(=NC(=O)CCc3ccccc3)SC3CS(=O)(=O)CC32)c1 (stereo not given) | 0% | 4% | 2%
CC1CCCCC1NC(=O)CCCn1c(=S)[nH]c2ccccc2c1=O (stereo not given) | 0% | -21% | -18%
O=C(Nc1ccccc1N1CCN(C(=O)c2ccccc2)CC1)c1ccc(Br)o1 | 7% | 21µM* | ?
CC(=O)Nc1ccc(-c2ccnc3c2CC(C)(C(=O)NCC2CC2)O3)cc1 (stereo not given) | · | ? | -25%
COC(=O)[C@@]12C[C@@H](CC(=O)NCc3cccs3)C(=O)N(CCc3ccc(OC)c(OC)c3)C1=CCC(C)(C)C2 | · | ? | 21µM*
CSc1ccc(CCNC(=O)c2csc3c2CCCCC3)cc1 | -2% | ? | ?
Cc1ccc(NC(=O)COc2ncnc3ccccc23)cc1S(=O)(=O)N1CCOCC1 | 8% | ? | -31%
O=C(CSc1nnc(-c2ccccc2)n1Cc1ccccc1)NNC(=O)c1ccccc1O | 8% | 26µM* | 16µM*
CN(c1ccccc1)S(=O)(=O)c1cccc(C(=O)Nc2ncn[nH]2)c1 | · | 7% | -17%
Cc1cc(N2CCN(c3ccc(F)cc3)CC2)n2cnnc2n1 | 5% | ? | ?
COc1ccc(CNC(=O)c2cccc(-n3cnc4cccnc43)c2C)cc1 | 0% | -16% | -29%
Cc1cc2nc(CCN(Cc3cccnc3)C(=S)Nc3ccccc3)[nH]c2cc1C | 0% | ? | -28%
(list continues)
SMILES | TDP1 inh | DT40 TDP1 no CPT | TDP1 cell CPT
COc1ccc(S(=O)(=O)N2CCCCC2)cc1NC(=S)Nc1ccccc1 | 2% | -5% | 4%
COc1ccc(C2C=CC(=O)CC2)c(OC)c1 (stereo not given) | · | ? | ?
COc1cccc(C(=O)OCC(=O)Nc2ccc(N3CCOCC3)cc2)c1 | 0% | -10% | 1%
Cc1onc(-c2ccccc2Cl)c1C(=O)N[C@@H](C)c1ccccc1 | · | 5% | -26%
CCCn1nnc(NC(=O)c2ccc([N+](=O)[O-])cc2Cl)n1 | -4% | -26% | -2%
CN(CCCC(=O)NCc1ccc2c(c1)OCO2)S(=O)(=O)c1ccc([N+](=O)[O-])cc1 | 4% | 23µM* | ?
CCOC(=O)/C=C/c1ccc2c(c1)S(=O)(=O)N(c1cccc(OC)c1)[C@H]2CC(=O)OCC | · | ? | ?
Cn1c(NC(=O)c2ccccc2F)c(-c2cccs2)c(=O)c2ccccc21 | · | -13% | ?
COc1ccc(-c2nc(CS(=O)CC(=O)NCc3ccc(C)cc3)c(C)o2)cc1OC (stereo not given) | 5% | -4% | ?
Cc1ccc(S(=O)(=O)Nc2nc(C)c(C(=O)NN)s2)cc1 | 2% | -8% | 4%
CC1CC(C)CN(C/C=C/c2ccccc2[N+](=O)[O-])C1 (stereo not given) | 2% | -23% | -21%
O=C(COc1ccc(-c2ccccc2)cc1)N1CCN(S(=O)(=O)Cc2ccccc2)CC1 | 2% | 15µM* | 23µM*
CCOC(=O)c1csc(NC(=O)CN2CCN(C)CC2)n1 | · | -9% | ?
CCOc1ccc(-c2cc(C(=O)NCc3cc(OC)cc(OC)c3)[nH]n2)c(C)c1 | · | ? | 21µM*
Cc1ccc2nc(C(F)(F)F)c(C#N)c(N)c2c1 | 0% | 16µM* | 21µM*
COCCN1C(=O)N(c2cccc(C)c2)C(=O)C1CC(=O)Nc1cc(OC)cc(OC)c1 (stereo not given) | 4% | 1% | 8%
COC(=O)c1c(NC(=O)COC(=O)c2ccccc2O)sc2c1CCCCC2 | 5% | -16% | 13%
Fc1ccc(CNC(=S)NC2CCCCC2)cc1 | -3% | ? | ?
O=C(CONS(=O)(=O)c1ccc(Cl)cc1)NCCNc1ncc(C(F)(F)F)cc1Cl | 6% | ? | 2%
